Compound activity deposited in PubChem BioAssay by The Scripps Research Institute Molecular Screening Center.
EBNA-1 inh – EBNA-1 DNA-binding inhibitors, primary screen, biochemical, fluorescence polarization; inhibition, % at 14.8 µM; hit rate 0.34% among 300,000; AID 1950, 2009; in the data active = inhibition above about 28%
LYPLA1 inh – LYPLA1 inhibitors, primary screen, counter-screen for PME1 inhibitor project, biochemical, fluorescence polarization, FP-Rh probe ABPP; Acyl-protein thioesterase 1 (Homo sapiens), O75608; recombinant LYPLA1; inhibition, % at 5.9 µM; hit rate 0.16% among 320,000; AID 2174, 2009;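 active = inhibition above the mean of all tested compounds plus 3 SD, set per campaign, cut at about 14% in these data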;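 note: inhibitors block serine hydrolase probe labeling of LYPLA1 so polarization falls; 0% = enzyme with DMSO and 100% = wells lacking LYPLA1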
pPAFAH inh – pPAFAH enzyme inhibitors, primary screen, biochemical, fluorescence polarization, human | Platelet-activating factor acetylhydrolase (Homo sapiens), Q13093 | recombinant pPAFAH, FP-rhodamine probe fluorescence polarization | inhibition, % at 3.39 µM | hit rate 1.5% among 330,000;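 active = inhibition above the mean inhibition across the screen plus 3 SD, cut at about 25% in these data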;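 note: inhibitors block binding of the rhodamine activity-based probe so polarization drops; 0% = enzyme with DMSO and 100% = wells lacking pPAFAH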
PREPL inh – PREPL enzyme inhibitors, primary screen, biochemical, fluorescence polarization. Prolyl endopeptidase-like (Homo sapiens), Q4J6C6. recombinant PREPL, fluorescence polarization activity-based probe. inhibition, % at 5.96 µM. hit rate 0.68% among 320,000; in the data active = inhibition above about 43%;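 note: 0% = enzyme with DMSO and 100% = wells lacking enzyme; many of its hits are not listed in these tables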
Target sequence (Q4J6C6 whole entry, looked up): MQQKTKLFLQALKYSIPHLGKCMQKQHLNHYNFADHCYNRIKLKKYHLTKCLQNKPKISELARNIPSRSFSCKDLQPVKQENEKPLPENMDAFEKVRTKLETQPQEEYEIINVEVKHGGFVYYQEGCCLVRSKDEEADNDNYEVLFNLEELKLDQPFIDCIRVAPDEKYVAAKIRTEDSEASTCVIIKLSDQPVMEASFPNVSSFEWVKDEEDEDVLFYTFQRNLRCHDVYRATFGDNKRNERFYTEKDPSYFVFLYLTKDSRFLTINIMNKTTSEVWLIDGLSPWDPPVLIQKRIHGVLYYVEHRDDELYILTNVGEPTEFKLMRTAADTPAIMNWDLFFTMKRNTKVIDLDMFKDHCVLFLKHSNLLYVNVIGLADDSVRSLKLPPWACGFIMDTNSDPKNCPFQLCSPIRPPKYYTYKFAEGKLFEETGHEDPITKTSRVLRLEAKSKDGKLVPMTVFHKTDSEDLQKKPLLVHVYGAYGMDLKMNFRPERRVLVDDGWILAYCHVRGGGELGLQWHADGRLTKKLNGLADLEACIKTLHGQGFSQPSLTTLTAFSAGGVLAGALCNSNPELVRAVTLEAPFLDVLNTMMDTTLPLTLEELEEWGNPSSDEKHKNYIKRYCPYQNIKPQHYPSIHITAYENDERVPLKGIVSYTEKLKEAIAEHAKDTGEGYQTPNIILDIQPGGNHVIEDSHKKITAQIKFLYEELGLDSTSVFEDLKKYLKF
LYPLA2 counter – LYPLA2 inhibitors, primary screen, counter-screen for PME1 inhibitor project, biochemical, fluorescence polarization, FP-Rh probe ABPP | Acyl-protein thioesterase 2 (Homo sapiens), O95372 | recombinant LYPLA2 | inhibition, % at 5.9 µM | hit rate 0.38% among 320,000 | AID 2177, 2009;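 active = inhibition above the screen-wide mean plus 3 SD, limit set per campaign, cut at about 26% in these data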;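 note: 0% = LYPLA2 with DMSO and 100% = wells lacking LYPLA2 enzyme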
PAFAH1B3 inh – PAFAH1B3 enzyme inhibitors, primary screen, biochemical, fluorescence polarization, human | inhibition, % at 3.39 µM | recombinant PAFAH1B3, FP-rhodamine probe | hit rate 0.28% among 340,000;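 active = inhibition above the screen-wide average of all tested compounds plus 3 SD, cut at about 25% in these data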;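 note: 0% = enzyme with DMSO only and 100% = wells lacking PAFAH1B3 protein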
PAFAH2 FP inh – PAFAH2 enzyme inhibitors, primary screen, biochemical, fluorescence polarization, human; Platelet-activating factor acetylhydrolase 2, cytoplasmic (Homo sapiens), Q99487; recombinant PAFAH2, FP-rhodamine activity probe; inhibition, % at 3.39 µM; hit rate 0.99% among 340,000; AID 492956, 2010;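 active = inhibition above the mean over all tested compounds plus 3 SD, cut at about 30% in these data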;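 note: inhibitors block probe labeling of enzyme so polarization drops; 0% = enzyme with DMSO and 100% = wells lacking PAFAH2 protein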
ZTA DNA inh – counter-screen for EBNA-1 inhibitors: inhibitors of Epstein-Barr virus ZTA; P03206; ZTA-DNA binding, fluorescence polarization; inhibition, % at 11 µM; hit rate 0.15% among 320,000; AID 2234; in the data active = inhibition above about 33%
Target sequence (P03206 whole entry, looked up): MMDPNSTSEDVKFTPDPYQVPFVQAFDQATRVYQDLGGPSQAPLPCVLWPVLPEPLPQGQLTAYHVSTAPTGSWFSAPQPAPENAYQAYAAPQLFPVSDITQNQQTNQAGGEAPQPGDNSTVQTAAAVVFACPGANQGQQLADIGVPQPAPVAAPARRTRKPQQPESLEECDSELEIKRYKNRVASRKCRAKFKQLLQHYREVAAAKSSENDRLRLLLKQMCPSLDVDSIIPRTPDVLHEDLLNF
PAFAH1B2 inh – PAFAH1B2 enzyme inhibitors, primary screen, biochemical, fluorescence polarization, human | AID 492953, 2010 | inhibition, % at 3.39 µM | Platelet-activating factor acetylhydrolase IB subunit alpha2 (Homo sapiens), P68402 | recombinant PAFAH1B2, FP-rhodamine activity probe | hit rate 1.2% among 340,000;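 active = inhibition above the mean of all tested compounds plus 3 SD, cut at about 24% in these data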;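 note: 0% = enzyme with DMSO and 100% = wells lacking PAFAH1B2; many of its hits are not listed in these tables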
Numbers without * were called inactive; / = not tested or not shown.

cpd | molecule | EBNA-1 inh | LYPLA1 inh | pPAFAH inh | PREPL inh | LYPLA2 counter | PAFAH1B3 inh | PAFAH2 FP inh | ZTA DNA inh | PAFAH1B2 inh
1 | O=C(NCCc1ccccc1)c1ncn[nH]1 | -8 | 2 | -2 | 5 | 1 | -1 | -1 | 13 | -2
2 | CCCCC(=O)NCc1ccccc1Cl | -1 | 2 | -2 | 1 | 1 | 3 | 0 | -5 | 6
3 | CC1(c2ccc(Cl)c(Cl)c2)NC(=S)N2C1NC(=S)N2c1ccccc1 (stereo unspecified) | -2 | 1 | -2 | 3 | 3 | -4 | -2 | 0 | 8
4 | CCCn1c(NC(=O)c2ccccc2Br)nc2ccccc21 | 12 | 0 | 3 | 17 | -2 | 11 | 9 | 14 | 4
5 | O=C(C1CCCN(Cc2cccnc2)C1)N1CCCCC1 (stereo unspecified) | -1 | 0 | 6 | -14 | 0 | -4 | -2 | -8 | 3
6 | Cc1cc2ccc3ccccc3c2cc1CN(C)C | 5 | -2 | 8 | -17 | 8 | / | / | 13 | /
7 | COC(=O)c1ccsc1NC(=O)CN1C(=O)CCC1=O | 8 | -4 | 2 | 0 | -3 | 8 | -2 | 2 | 0
8 | COc1ccccc1CNC(=O)C(=O)NCC(c1ccco1)N1CCOCC1 (stereo unspecified) | -3 | -2 | 4 | 17 | 4 | 11 | -8 | -9 | 3
9 | CC(=O)/C(=N/Nc1ccc(Br)cc1)N1CCCc2ccccc21 | -1 | -2 | 6 | 11 | -5 | 5 | 10 | -1 | 5
10 | c1ccc(CSc2ncn[nH]2)nc1 | 0 | -2 | 4 | -1 | 5 | 7 | 2 | -1 | -4
11 | Cc1c(Br)c([N+](=O)[O-])nn1CC(=O)NCCc1c[nH]c2ccccc12 | 0 | -1 | 3 | 15 | -2 | 10 | 6 | 6 | 0
12 | COc1ccc(NCC(=O)Nc2ccc(Br)cc2F)c(OC)c1 | -3 | -3 | 11 | 17 | 1 | 1 | 5 | -15 | 2
13 | O=C(Nc1cc([N+](=O)[O-])ccc1N1CCOCC1)c1ccco1 | 0 | -2 | -6 | 4 | -4 | 0 | -2 | 3 | -1
14 | Cc1ccc(N=Nc2ccc(N)cc2C)c(S(N)(=O)=O)c1 | -4 | 3 | 16 | 8 | 0 | 6 | 7 | -13 | 11
15 | COc1ccc(-c2sc3cc4c(cc3c2C#CC2(N)CCCCC2)OCO4)cc1 | / | -1 | 6 | 42 | 0 | 13 | 7 | 29 | 6
16 | O=C(Nc1c(Cl)cccc1Cl)C1CCN(C(=O)c2cccs2)CC1 | 10 | 3 | 7 | -10 | 0 | 5 | 4 | -8 | 3
17 | c1ccc2c(c1)nc(Nc1ccc3c(c1)OCO3)c1nnnn12 | -8 | -6 | 15 | 47* | -3 | 0 | 13 | 0 | 6
18 | COc1ccc(S(=O)(=O)N2CCC(C(=O)N3CCCCC3)CC2)cc1OC | 9 | -7 | 2 | 1 | 7 | 8 | 0 | 6 | 6
19 | COc1ccc(Br)cc1/C=c1\sc2nc(-c3ccco3)nn2c1=O | 8 | -6 | 44* | 0 | -4 | -5 | 0 | 5 | -6
20 | COc1cccc(CN(C)C(=O)CSCC(=O)Nc2cc(C)on2)c1OC | 2 | 4 | 1 | 12 | 7 | 3 | 3 | -12 | 5
21 | Clc1ccccc1N/N=C/c1ccc2c(c1)OCO2 | 1 | 3 | 3 | 18 | -2 | 8 | -4 | -6 | 2
22 | CC(=O)N/C(=C\c1ccc(C)o1)C(=O)NCc1ccccc1 | 8 | 5 | 0 | 1 | 2 | 12 | -1 | -13 | -2
23 | CCc1ccccc1NC(=O)c1ccc2nc(N3CCOCC3)sc2c1 | -8 | 1 | -7 | 9 | 0 | 1 | 1 | 0 | 6
24 | CCOC(=O)C(Cc1ccccc1)c1ccnc2ncnn12 (stereo unspecified) | -7 | 4 | 0 | 5 | 35* | -2 | 8 | 5 | 12
25 | C=C1C[C@H](O[C@@H]2O[C@H](CO)[C@@H](O)[C@H](O)[C@H]2O)[C@@H]2[C@H](OC(=O)[C@H]2C)[C@H]2[C@H](C)[C@H](O)C[C@@H]12 | / | / | -1 | 14 | / | -1 | 3 | / | 2
26 | COc1ccc2[nH]c3c(c2c1)CCN1C(=O)C(CC(=O)NCCCN(C)C)C[C@H](C(=O)N2CCOCC2)[C@@]31CCC1CCCC1 (stereo partly specified) | / | / | -1 | / | / | 5 | -2 | / | -3
27 | COc1cccc(C(=O)NCC(=O)N/N=C/c2cccc(OC(=O)c3ccc([N+](=O)[O-])cc3)c2)c1 | 2 | 2 | -1 | 3 | 3 | 0 | -1 | 13 | -2
28 | Cc1nc(SCC(=O)Nc2cccnc2Cl)nc(C)c1C | -2 | -3 | -4 | -1 | 0 | -1 | 1 | -9 | 4
29 | CCc1ccc(NC(=O)c2ccccc2NC(=O)C2CCCO2)cc1 (stereo unspecified) | 1 | -1 | 9 | 13 | 1 | -3 | -6 | 6 | 2
30 | CCN(CC)CCN(Cc1cc2cc3c(cc2[nH]c1=O)OCO3)C(=S)NCCOC | -6 | 1 | -6 | 5 | -3 | 1 | -1 | -3 | 5
31 | CCCC[C@@H]1CNC(=S)N1CCc1cccc2ccccc12 | -4 | -7 | 0 | -38 | -5 | 0 | 6 | 1 | -1
32 | COc1ccc(CC(=O)NNC(=S)Nc2ccccc2)cc1Cl | -2 | 3 | 9 | 6 | 7 | 5 | 2 | -9 | -1
33 | Cc1cccc(CSc2nnc([C@@H]3CCCN3)o2)c1 | -12 | 2 | 0 | -14 | 8 | -2 | 3 | 7 | 6
34 | Cn1c(N)c(C(=O)COC(=O)C2CCCN2C(=O)c2cccs2)c(=O)n(C)c1=O (stereo unspecified) | 2 | 1 | 7 | -2 | 0 | 7 | 6 | -4 | 7
35 | Cc1ccc2nc(-c3ccc(NC(=O)CSc4nccc(=O)[nH]4)cc3)sc2c1 | 12 | -13 | 16 | -21 | -13 | -25 | 4 | 2 | -9
36 | Cc1ccc(SCc2cc(=O)n3ccsc3n2)c(C)c1 | 5 | -1 | -1 | -20 | 4 | / | / | -7 | /
37 | CCOc1ccc(-c2c(C(=O)N/N=C/c3ccc(C)cc3)nnn2-c2nonc2N)cc1 | -4 | -9 | -3 | -10 | -13 | -8 | -1 | 10 | 10
38 | Cc1ccc(C)c(S(=O)(=O)N2CCN(C(=O)CCNS(=O)(=O)c3ccc(C)c(C)c3)CC2)c1 | -8 | 2 | 27* | 38 | 6 | 6 | 6 | -10 | 3
39 | COc1ccccc1NC(=O)COC(=O)CN1C(=O)C(=O)c2ccccc21 | -10 | -6 | 6 | -11 | -2 | -2 | 0 | -1 | 6
40 | CCN(CC)C(=O)Oc1ccc(NC(C)=O)cc1 | 4 | 1 | -5 | 5 | 0 | 2 | -2 | 9 | 1

Laid out differently: results already given.
24: CCOC(=O)C(Cc1ccccc1)c1ccnc2ncnn12 (stereo unspecified)
38: Cc1ccc(C)c(S(=O)(=O)N2CCN(C(=O)CCNS(=O)(=O)c3ccc(C)c(C)c3)CC2)c1

assay / compound,24,38
EBNA-1 inh,-7,-8
LYPLA1 inh,4,2
pPAFAH inh,0,27*
PREPL inh,5,38
LYPLA2 counter,35*,6
PAFAH1B3 inh,-2,6
PAFAH2 FP inh,8,6
ZTA DNA inh,5,-10
PAFAH1B2 inh,12,3

(continued)
cpd | molecule | EBNA-1 inh | LYPLA1 inh | pPAFAH inh | PREPL inh | LYPLA2 counter | PAFAH1B3 inh | PAFAH2 FP inh | ZTA DNA inh | PAFAH1B2 inh
41 | CS(=O)(=O)Nc1ccc([N+](=O)[O-])cc1Oc1ccccc1 | 9 | 1 | 5 | 1 | 1 | 8 | -2 | -2 | 3
42 | O=C(c1ccc(CN2CCc3ccccc3C2)cc1)N1CCN(c2ccc(F)cc2)CC1 | 5 | -3 | 10 | 14 | 6 | 5 | 1 | -8 | 4
43 | C=CCSc1nnc(-c2cnn(-c3ccccc3)c2-n2cccc2)n1C | 7 | 5 | 6 | -4 | 0 | 3 | 0 | 3 | 2
44 | O=C(Nc1ccc2c(c1)nc1n2CCN(C2CCCCC2)C1)NC1CCCCC1 | -8 | -5 | 8 | 14 | -5 | / | / | -9 | /
45 | Cc1cc(C)nc(SCC(=O)c2ccc(C)c(C)c2)n1 | 7 | -2 | -2 | 32 | 9 | 8 | 1 | -8 | -2
46 | CC1(C)N=C(N)NC(Nc2ccc(Br)cc2)=N1 | 8 | 0 | -2 | 7 | 2 | 4 | 2 | -12 | 2
47 | Cc1cc2cc(CCNC(=O)c3ccc(C)c([N+](=O)[O-])c3)c(=O)[nH]c2cc1C | -10 | 1 | 3 | -27 | 1 | 5 | 7 | -12 | 4
48 | Cc1nc(/C=C\C(=O)O)c2cc(C)oc2n1 | -5 | 2 | -2 | 7 | -7 | 5 | -2 | -14 | 0
49 | CCOC(=O)c1c(C)nc(-c2ccccc2)nc1N | 8 | 3 | -2 | 9 | 7 | 8 | -1 | 1 | 6
50 | CCOC(=O)c1nnn(CC(=O)N2N=C(c3ccccc3)CC2c2ccccc2)c1C(=O)OCC (stereo unspecified) | 1 | -3 | 15 | 21 | 0 | 16 | 0 | -7 | -1
51 | CN1C=C(C(F)(F)F)C=C/C1=C(\C#N)c1nnc2n1CCCCC2 | 10 | 3 | 2 | -2 | 5 | 0 | 4 | 8 | 1
52 | COc1cc(C(=O)Nc2cc(C)ccc2C)ccc1OCc1c(C)noc1C | / | / | 3 | 32 | / | -10 | 5 | / | 1
53 | O=C(CSc1cn[nH]n1)Nc1ccc(O)c(C(=O)O)c1 | -5 | -2 | 7 | 3 | -8 | 4 | -1 | -4 | -6
54 | Cc1cc(N/N=C/c2ccc(F)cc2)nc(NCc2ccccc2)n1 | 0 | -5 | 1 | 0 | -9 | / | / | 1 | /
55 | CC(OC(=O)CCC(=O)c1cccs1)C(=O)Nc1ccccc1[N+](=O)[O-] (stereo unspecified) | -5 | 0 | 2 | 5 | 2 | 9 | 3 | 0 | 2
56 | Cc1ccc(S(=O)(=O)[N-]c2nc3ccccc3nc2-n2cc[n+](Cc3ccccc3)c2)cc1 | -15 | 4 | 1 | 10 | 3 | 9 | 3 | -7 | 4
57 | COC(=O)C(NC(=O)CCC(=O)NC(C(=O)OC)c1ccccc1)c1ccccc1 (stereo unspecified) | 10 | -3 | -2 | -8 | -5 | 1 | -2 | 9 | -2
58 | COc1ccc(N(Cc2cc3cccc(C)c3[nH]c2=O)S(C)(=O)=O)cc1 | 2 | -3 | 3 | 4 | -6 | 10 | -5 | -7 | -6
59 | COc1cccc(-n2nnc3c(=O)n(CC(=O)N4CCC(Cc5ccccc5)CC4)cnc32)c1 | 2 | 1 | -6 | 2 | 6 | 7 | -3 | 2 | 4
60 | CC(C)c1ccc(NC(=O)c2cc(S(=O)(=O)N3CCCCC3)c[nH]2)cc1 | 7 | -2 | -3 | -4 | -1 | -27 | -40 | 6 | -21
61 | COc1ccc(N(C(=O)c2cnccn2)C(C(=O)NCc2ccccc2)c2ccc(O)cc2)cc1 (stereo unspecified) | 3 | 1 | 7 | 8 | 16 | 5 | 8 | 12 | 4
62 | O=C(COC(=O)c1ccc(S(=O)(=O)N2CCCC2)cc1)NCc1ccccc1 | 1 | -2 | 13 | -1 | 3 | 6 | -4 | 11 | -3
63 | CC(=O)c1cc2c(s1)-c1cc(F)ccc1OC2 | -12 | 0 | 4 | -19 | 0 | 7 | -4 | -4 | 4

The list is partial; rates above refer to the full screens.
